# High-throughput results: PubChem BioAssay, several laboratories
# HSF1 activator: increases HSF-1 driven luciferase reporter signal. NIH3T3-HGL HSF-1 luciferase reporter, MG132, 8 h; 100% = twice DMSO control signal. activation, % at 9 µM. hit rate 1.7% among 300,000;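 active means mean replicate activation of at least 50% with a set share of replicates each reaching 50%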;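 further: 0% = median of the neutral control wells and 100% = twice that signal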
# HIF act: HIF pathway transcriptional activation; activation, % at 7.5 µM (by protocol); hit rate 0.32% among 300,000; U2OS HRE-luciferase reporter, luminescence; normalized: DMSO 0%, desferrioxamine 100%; AID 1910;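 active means mean activation of at least 10% of the iron chelator positive control signal, with at least half of replicates also reaching 10%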
# IEC-6 cytotox: counter-screen for KLF5 inhibitors: cytotoxicity in IEC-6 cells | hit rate 0.78% among 290,000 | inhibition, % at 5 µM | AID 1825 | IEC-6 cytotoxicity, luminescence viability; in the data active means inhibition above about 22%;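 further: 0% = plate median of test compound wells and 100% = cytotoxic reference compound wells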
# GSK3B inh: inhibitors of human GSK3beta kinase; activity score (negative = inhibition), % at 10 µM; hit rate 0.038% among 300,000; P49841; AID 2097; GST-GSK3beta kinase, ADP-Glo luminescence, 60 min; hits give low values;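 active means more than half of replicate wells score below -50%, meaning over 50% inhibition versus plate controls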;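 further: 0% = median DMSO wells and -100% = median GW8510 positive control wells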
# Target sequence (P49841 whole entry, looked up): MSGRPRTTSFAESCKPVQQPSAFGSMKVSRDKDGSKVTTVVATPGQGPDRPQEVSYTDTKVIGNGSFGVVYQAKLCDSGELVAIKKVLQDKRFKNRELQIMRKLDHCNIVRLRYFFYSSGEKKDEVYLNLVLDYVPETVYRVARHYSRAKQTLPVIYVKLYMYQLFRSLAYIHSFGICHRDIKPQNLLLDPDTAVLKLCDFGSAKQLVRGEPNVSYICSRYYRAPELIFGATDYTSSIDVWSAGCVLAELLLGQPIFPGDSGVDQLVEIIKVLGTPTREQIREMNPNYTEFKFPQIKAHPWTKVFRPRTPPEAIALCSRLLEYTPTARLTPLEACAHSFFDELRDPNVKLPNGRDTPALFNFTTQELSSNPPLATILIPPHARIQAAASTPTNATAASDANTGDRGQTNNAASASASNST
#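 Assay system: GST-fused GSK3beta enzyme, cell-free / Medium: Tris pH 7.5 buffer with MgCl2, DTT, BSA, heparin / Also added: peptide substrate plus 25 µM ATP (final) / Compound: 10 µM single point / Timing: kinase reaction with compound 60 min at room temperature / Detection: ADP-Glo luminescence / Benchmarks: DMSO neutral wells and GW8510 at 20 µM as positive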
# AI-2 QS mod: modulates the Vibrio harveyi AI-2 quorum sensing system. hit rate 0.4% among 300,000. activity change, % at 7.5 µM. AID 2094. Vibrio harveyi JMH597 AI-2 luminescence/OD600 ratio, 9 h; hits give low values; strain lacks LuxN and CqsS sensors; 0 = neutral-control median; in the data active means activity change below about -75%, passing the limit was not always enough;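 further: luminescence divided by OD600 gain over 9 h not by final OD600 alone; inactives centre near 13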
# aSyn 5UTR inh: MLPCN primary screen, SNCA 5' untranslated region | hit rate 0.82% among 300,000 | alpha-synuclein 5'UTR reporter, inhibitor activity | AID 1813 | inhibition, % (tested at 7.5 µM); in the data active means inhibition above about 60%;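 further: H4 neuroglioblastoma cells stably carrying SNCA 5'UTR luciferase fusion; 0% = DMSO wells and 100% = positive control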
# HSF1 inh: HSF1 inhibition | NIH3T3-HGL HSE-luciferase, MG132-induced, luminescence 8 h; hits give low values | activity change, negative = inhibition, % at 7.5 µM (by protocol) | hit rate 0.77% among 300,000 | AID 2098;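 active means more than half of replicate wells show activity change below -50%, luminescence cut by over half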;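 further: luciferase reports HSF-1 transcriptional activity via heat shock element; 0% = median of DMSO wells and -100% = zero luminescence signal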
# KLF5 inh: inhibitors of KLF5 expression; DLD-1 KLF5 promoter-luciferase reporter, luminescence; AID 1700; hit rate 0.23% among 290,000; inhibition, % at 5 µM;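 active means inhibition above a per-plate limit of that plate's mean compound inhibition plus 3 SD, cut at about 60% in these data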;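 further: 0% = DMSO wells and 100% = LY294002 at 200 µM; higher means less KLF5 promoter-driven luciferase light; inactives centre near -14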
# HSP90 inh: inhibitors of HSP90 luciferase refolding in rabbit reticulocyte lysate; luciferase refolding luminescence, 3 h; inhibition, % at 5.6 µM; hit rate 0.91% among 290,000; AID 1789;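 active means inhibition above the screen-wide mean plus 3 SD, computed separately per campaign, cut at about 16% in these data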;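 further: 0% = DMSO wells and 100% = 60 µM geldanamycin wells; inhibitors lower the luminescence because luciferase stays unfolded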
# GSK3A inh: blocks human GSK-3 alpha kinase. ADP-Glo luminescence, 60 min. inhibition, % at 10 µM. hit rate 0.1% among 320,000. AID 2650;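 in the data active means inhibition above about 50%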;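 further: GST-tagged GSK-3 alpha with peptide substrate and 25 µM ATP; 0% = DMSO neutral wells and 100% = GW8510 positive control wells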
# Target sequence (P49840 whole entry, looked up): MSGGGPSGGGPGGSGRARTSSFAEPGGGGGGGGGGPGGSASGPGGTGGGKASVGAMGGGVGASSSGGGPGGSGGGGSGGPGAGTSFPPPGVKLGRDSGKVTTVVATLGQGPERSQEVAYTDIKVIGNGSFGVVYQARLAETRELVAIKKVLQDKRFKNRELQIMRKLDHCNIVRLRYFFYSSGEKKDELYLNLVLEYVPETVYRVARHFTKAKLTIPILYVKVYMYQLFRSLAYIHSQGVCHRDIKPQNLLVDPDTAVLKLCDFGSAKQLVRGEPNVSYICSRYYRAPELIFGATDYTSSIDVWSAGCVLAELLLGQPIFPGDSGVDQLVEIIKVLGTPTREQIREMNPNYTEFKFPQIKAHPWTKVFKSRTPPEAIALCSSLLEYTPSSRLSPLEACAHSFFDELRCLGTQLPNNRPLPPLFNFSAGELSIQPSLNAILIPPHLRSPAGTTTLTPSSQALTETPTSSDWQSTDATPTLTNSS
# The depositor's hits bear a star; . = not tested or not shown; & = joins results of further samples. Compounds as they come; overall some 4.7% were active at least once.
(1) CCN(C(=O)CSc1nc(N)cc(=O)[nH]1)c1c(N)n(Cc2ccccc2)c(=O)[nH]c1=O
(2) COc1ccc(OC)c(NS(=O)(=O)c2ccc3c(c2)C(C)(C)C(=O)N3C)c1
(3) COc1cc(C(=O)N(C)CC2CCN(CCc3cccc(C(F)(F)F)c3)CC2)ccc1C
(4) COc1cccc(N2CC(C(=O)Nc3ccc(C(=O)OC(C)C)cc3)CC2=O)c1 (stereo unspecified)
(5) CCCN(CC(=O)Nc1cccc(S(N)(=O)=O)c1)CC(=O)Nc1ccc(F)c(F)c1F
(6) CCOc1ccc(C(=O)Nc2nnc(NC(=S)Nc3ccccc3)s2)cc1
compound no.	1	2	3	4	5	6
HSF1 activator	-8	0	-1	-11	-12	15
HIF act	0.0	0.0	0.6	-0.7	0.9	1.6
IEC-6 cytotox	.	2	3	1	-4	-3
GSK3B inh	-1	1	1	-2	0	1
AI-2 QS mod	28	38	0	10	14	33
aSyn 5UTR inh	4	-4	23	35	2	-32
HSF1 inh	-15	0	2	4	-5	0
KLF5 inh	.	8	-28	-5	27	-23
HSP90 inh	.	-2	-2	1	2	-2
GSK3A inh	-1	-5	0	4	-1	-1

(7) [N-]=[N+]=CC(=O)CCCN1C(=O)c2ccccc2C1=O
(8) O=S(=O)(c1ccc(OCC(O)CNC23CC4CC(CC(C4)C2)C3)c(Cl)c1)N1CCOCC1 (stereo unspecified)
(9) CCC(=O)NC(Nc1cccc(C)n1)(C(F)(F)F)C(F)(F)F
(10) Cc1c(-c2ccccc2)oc2c(C(=O)OCC(=O)Nc3cccc(F)c3)cccc2c1=O
(11) Cc1cccc(C(=O)Nc2ccc(N3CCN(C(=O)c4ccco4)CC3)cc2)c1
(12) S=C(Nc1ccc2nc(-c3ccccn3)c(-c3ccccn3)nc2c1)N1CCCCCC1
compound no.	7	8	9	10	11	12
HSF1 activator	-20	4	12	-5	13	2
HIF act	0.0	-1.3	-0.6	0.1	0.7	-0.2
IEC-6 cytotox	4	4	-11	-9	-4	-3
GSK3B inh	3	-1	-2	-1	1	-1
AI-2 QS mod	19	24	14	32	6	19
aSyn 5UTR inh	0	-9	17	-3	-16	-14
HSF1 inh	-5	3	-3	-8	2	-6
KLF5 inh	7	-27	-4	-49	1	-8
HSP90 inh	6	1	-6	-5	-4	0
GSK3A inh	0	.	-3	3	-1	0

(13) COc1ccc(/C=C(/NC(=O)c2cccs2)C(=O)NCc2ccco2)cc1OC
(14) O=C(O)c1ccccc1C(=O)c1ccc(Br)s1
(15) C=CCNC(=S)N/N=C/c1ccc(-c2cc(Cl)ccc2Cl)o1
(16) CC1S/C(=N/N=C/c2ccco2)N(Cc2ccc(F)cc2)C1=O (stereo unspecified)
(17) Cc1ccc(NS(=O)(=O)c2ccc(C(=O)OCC(=O)Nc3cc(C)on3)cc2)cc1
(18) Cn1c(=O)n(CC(=O)O)c(=O)c2c1nc1n2CCS1
compound no.	13	14	15	16	17	18
HSF1 activator	21	5	-12	-2	-9	-2&-5
HIF act	0.4	-0.5	0.2	0.1	0.1	-0.1&0.0
IEC-6 cytotox	-2	-5	4	3	-4	0&5
GSK3B inh	3	-1	3	0	0	2&0
AI-2 QS mod	9	27	17	-8	19	5&12
aSyn 5UTR inh	12	13	6	-19	-9	-4
HSF1 inh	0	1	-14	-2	2	-8&2
KLF5 inh	-3	-11	-29	-28	-32	-7&-18
HSP90 inh	4	-1	4	4	6	0&-1
GSK3A inh	-2	-3	-1	-3	.	-1&-1

(19) O=C(Cn1[nH]c(=O)c2ccccc2c1=O)OCC(=O)N(Cc1ccccc1)Cc1ccccc1
(20) CCOC(=O)c1c(NC(=O)C2CCN(S(=O)(=O)c3cccs3)CC2)sc(C)c1C
(21) CC(C)Cn1cnc2c1c(=O)n(CC(=O)NN)c(=O)n2Cc1ccccc1
(22) CCC(C)(C)NC(=O)c1ccc(S(=O)(=O)N(C)c2ccccc2OC)cc1
(23) CC(=O)N1CCC(N(CCN2CCOCC2)C(=S)Nc2c(C)cccc2C)CC1
(24) COc1ccc(-c2cc(C(F)(F)F)nc(SCCC(=O)NCc3ccco3)n2)cc1
compound no.	19	20	21	22	23	24
HSF1 activator	3	20	-12	-14	5	9
HIF act	-0.3	-0.7	1.0	-2.6	-0.5	0.5
IEC-6 cytotox	1	0	-2	3	5	0
GSK3B inh	3	1	-1	-1	1	1
AI-2 QS mod	-1	13	8	15	18	16
aSyn 5UTR inh	5	0	12	-14	17	30
HSF1 inh	-4	-2	-10	-10	3	1
KLF5 inh	-13	-9	-26	-7	-5	-10
HSP90 inh	-6	2	0	-6	0	6
GSK3A inh	.	0	-2	-3	-3	.

(25) Cc1n[nH]c(C)c1CCCCOc1ccccc1[N+](=O)[O-]
(26) COc1ccc(NC(=O)CSc2nnc(NC(=O)CN3CCOCC3)s2)cc1
(27) C=CCNC(=O)c1ccccc1Cl
(28) O=C(NCCCO)C(=O)Nc1cc2c3c(c1)CCN3C(=O)CC2
(29) O=C1Nc2ccc(S(=O)(=O)N3CCCC3)c3ccc(S(=O)(=O)N4CCCC4)c1c23
(30) CCN1CCN(C(=O)CCc2nnc3ccc(N4CCN(c5cccc(OC)c5)CC4)nn23)CC1
compound no.	25	26	27	28	29	30
HSF1 activator	16	3	34	5	1	-3
HIF act	0.3	-0.1	-0.3	-0.5	0.4	0.0
IEC-6 cytotox	10	2	-5	4	-1	-4
GSK3B inh	6	4	1	1	3	1
AI-2 QS mod	5	18	23	29	15	7
aSyn 5UTR inh	9	-1	10	-1	40	7
HSF1 inh	4	-3	6	-6	-15	2
KLF5 inh	-29	-20	-16	2	17	-43
HSP90 inh	-1	1	0	-1	-3	-4
GSK3A inh	4	-1	5	-1	-4	7

(31) CCC(C)c1ccccc1N1CC(C(=O)Nc2cc(S(=O)(=O)N3CCOCC3)ccc2OC)CC1=O (stereo unspecified)
(32) CN1C(=O)Cn2c1nc1ccccc12
(33) CC(Oc1ccccc1F)C(=O)NCCN1CCCCC1 (stereo unspecified)
(34) O=C1[C@@H]2C(c3cccnc3)=NO[C@@H]2C(=O)N1c1ccc2ccccc2c1
(35) CCSC1=NCCN1S(=O)(=O)c1ccc(NC(C)=O)cc1
(36) COc1cc(NC(=O)CN2C(=O)NC(C)(CC(C)C)C2=O)cc(OC)c1 (stereo unspecified)
compound no.	31	32	33	34	35	36
HSF1 activator	2	-14	-8	-4	18	.
HIF act	-0.7	-0.4	0.2	-0.3	-0.5	.
IEC-6 cytotox	-1	4	0	6	7	9
GSK3B inh	-2	3	1	3	-17	.
AI-2 QS mod	11	15	20	51	13	.
aSyn 5UTR inh	-6	6	-3	-9	10	.
HSF1 inh	0	-2	-3	-5	5	.
KLF5 inh	-17	-1	-21	4	-5	1
HSP90 inh	-3	2	1	8	-1	3
GSK3A inh	-2	-2	.	4	-2	-2

(37) CCN=C1SC(C(=O)NCCc2ccccc2)CC(=O)N1CC (stereo unspecified)
(38) COc1cc(OC)cc(C(=O)Nc2nnc(-c3cccnc3)o2)c1
(39) COc1cc(/C=C2\SC(=O)N(CC(=O)Nc3cccc(C)c3)C2=O)ccc1OC(C)C(=O)O (stereo unspecified)
(40) Cc1nc2scc(-c3ccccc3)c2c(=O)n1N=C1C=CC(=O)C=C1
(41) CCC(C)/C(C)=N/Nc1ccc(S(N)(=O)=O)cc1[N+](=O)[O-] (stereo unspecified)
(42) O=C(/C=C/c1ccccc1)CC(=O)c1ccccc1O
compound no.	37	38	39	40	41	42
HSF1 activator	-4	-22	12	45	6	14
HIF act	-0.4	0.1	0.1	0.3	-1.0	3.5
IEC-6 cytotox	-2	3	.	9	1	5
GSK3B inh	2	4	4	1	4	3
AI-2 QS mod	14	32	-10	22	20	29
aSyn 5UTR inh	-2	6	-5	-19	6	-201
HSF1 inh	7	-1	-2	21	3	15
KLF5 inh	-12	-7	.	-26	-11	-20
HSP90 inh	4	8	.	8	-2	1
GSK3A inh	-2	-5	-1	.	-1	-1

(43) O=C(NC1CCCCCC1)c1ccc(S(=O)(=O)NCc2ccco2)cc1
(44) CCC(=O)N(CCc1ccccc1C)Cc1cc2ccc(C)cc2[nH]c1=O
(45) COc1ccc(NC(=O)CSc2nncn2N)c(OC)c1
(46) CCN(CC)S(=O)(=O)c1ccc(N(C)CCc2ccc(OC)c(OC)c2)nc1
compound no.	43	44	45	46
HSF1 activator	-3	11	0	-11
HIF act	0.4	-1.5	-0.4	0.4
IEC-6 cytotox	4	-2	2	0
GSK3B inh	2	-3	-11	0
AI-2 QS mod	15	14	9	12
aSyn 5UTR inh	14	7	9	9
HSF1 inh	2	-7	4	-11
KLF5 inh	6	-41	0	-9
HSP90 inh	2	-1	0	6
GSK3A inh	-1	1	1	-4

# Of the compounds above, these contain fluorine.
(3) COc1cc(C(=O)N(C)CC2CCN(CCc3cccc(C(F)(F)F)c3)CC2)ccc1C
(5) CCCN(CC(=O)Nc1cccc(S(N)(=O)=O)c1)CC(=O)Nc1ccc(F)c(F)c1F
(9) CCC(=O)NC(Nc1cccc(C)n1)(C(F)(F)F)C(F)(F)F
(10) Cc1c(-c2ccccc2)oc2c(C(=O)OCC(=O)Nc3cccc(F)c3)cccc2c1=O
(16) CC1S/C(=N/N=C/c2ccco2)N(Cc2ccc(F)cc2)C1=O (stereo unspecified)
(24) COc1ccc(-c2cc(C(F)(F)F)nc(SCCC(=O)NCc3ccco3)n2)cc1
(33) CC(Oc1ccccc1F)C(=O)NCCN1CCCCC1 (stereo unspecified)
compound no.	3	5	9	10	16	24	33
HSF1 activator	-1	-12	12	-5	-2	9	-8
HIF act	0.6	0.9	-0.6	0.1	0.1	0.5	0.2
IEC-6 cytotox	3	-4	-11	-9	3	0	0
GSK3B inh	1	0	-2	-1	0	1	1
AI-2 QS mod	0	14	14	32	-8	16	20
aSyn 5UTR inh	23	2	17	-3	-19	30	-3
HSF1 inh	2	-5	-3	-8	-2	1	-3
KLF5 inh	-28	27	-4	-49	-28	-10	-21
HSP90 inh	-2	2	-6	-5	4	6	1
GSK3A inh	0	-1	-3	3	-3	.	.
